Compound activity as filed in PubChem.
DT40 TDP1 no CPT: qHTS for Inhibitors of human tyrosyl-DNA phosphodiesterase 1 (TDP1): qHTS in cells in absence of CPT; Potency, µM (top dose mostly 46.2 µM), inactives show at the top dose activity change, negative = growth inhibition, usual class: inhibitors; hit rate 15% among 420,000; DT40 Tdp1-/- hTDP1 cells, no CPT, ATP luminescence, 48 h; note: nearly all actives have a fitted effect of over 55% in size
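Compound effects on proliferation are scored in DT40 Tdp1-/-;hTDP1 cells in the absence of CPT. ATP levels (CellTiter-Glo luminescence) are recorded after a ≥48 hr, 37 °C incubation.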
DT40 TDP1 CPT: growth inhibition of DT40 Tdp1-/-;hTDP1 cells with camptothecin (screen for TDP1 inhibitors); chicken DT40 Tdp1-/-;hTDP1 cells + 20 nM CPT, ATP luminescence, 48 h; Potency, µM (highest dose often 46.2 µM), for the others: top-dose activity change, negative = growth inhibition, hits mostly inhibitors; hit rate 12% among 420,000; AID 686979; note: nearly all actives have a fitted effect of over 55% in size
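Chicken DT40 Tdp1-/- cells stably complemented with human TDP1 were seeded at 400 cells/well in medium containing 20 nM camptothecin, exposed to pin-transferred compounds, and grown at 37 °C for at least 48 hr. Viability was read as ATP luminescence.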
TDP1 inh: TDP1 (human) enzyme inhibition. Potency, µM (top dose mostly 130 µM), without a hit: top-dose activity change, negative = inhibition, hits mostly inhibitors. Q9NUW8. recombinant TDP1, AlphaScreen DNA substrate cleavage. hit rate 0.28% among 350,000; note: nearly all actives have a fitted effect of over 40% in size
Target sequence (Q9NUW8 whole entry, looked up): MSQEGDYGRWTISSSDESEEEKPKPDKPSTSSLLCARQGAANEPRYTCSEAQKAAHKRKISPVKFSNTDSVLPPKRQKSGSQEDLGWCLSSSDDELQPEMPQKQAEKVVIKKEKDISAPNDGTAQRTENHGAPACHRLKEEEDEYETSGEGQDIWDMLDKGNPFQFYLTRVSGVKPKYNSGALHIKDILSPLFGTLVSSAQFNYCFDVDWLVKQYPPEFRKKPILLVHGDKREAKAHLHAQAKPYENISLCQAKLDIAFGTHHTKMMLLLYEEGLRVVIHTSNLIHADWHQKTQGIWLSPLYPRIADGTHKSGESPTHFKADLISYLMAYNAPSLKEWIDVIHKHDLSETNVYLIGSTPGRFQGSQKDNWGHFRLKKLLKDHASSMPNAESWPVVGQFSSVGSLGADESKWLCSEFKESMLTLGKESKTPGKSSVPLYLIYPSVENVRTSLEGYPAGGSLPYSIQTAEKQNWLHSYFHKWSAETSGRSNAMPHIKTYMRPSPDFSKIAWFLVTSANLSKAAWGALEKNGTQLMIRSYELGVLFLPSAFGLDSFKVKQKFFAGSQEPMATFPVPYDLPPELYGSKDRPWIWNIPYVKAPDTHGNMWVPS
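Tdp1 1 nM final; 15 min RT w/ cpd; substrate 15 nM, 5 min; beads 10 ug/ml, 10 min; AlphaScreen read. Neg ctrl: no enzyme.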
* = called active by the depositor; u = inconclusive; x = not tested or not shown; & = joins results of further samples; [ ] = another dose, or the depositor's remark. Calls come from the whole dose curve; as a rule, active = well fitted curve in the direction sought with a large enough effect; inconclusive = small, poorly fitted or top-dose-only effect, or another doubt; inactive = no such curve, though single readings can be large; an effect the other way counts as inactive or inconclusive. % is set by controls: 0 for no effect and ±100 for the full control effect; potency is the fitted concentration of half-maximal effect.

Results follow in this order: TDP1 inh, DT40 TDP1 no CPT, DT40 TDP1 CPT
- Cc1ccc(SCC(=O)Nc2oc(C)c3c(C)n[nH]c(=O)c23)cc1C
    4%, -5%, -22%
- CC(C)C(NS(=O)(=O)c1cccc2nsnc12)C(=O)Nc1nc2ccc(Cl)cc2s1 (centres undefined)
    5%, u, u
- Cn1nccc1C(=O)Nc1ccc(OC(=O)c2ccnn2C)cc1
    3%, -20%, -26%
- Cc1cc(S(=O)(=O)N2CCN(CC(=O)N(C)Cc3ccccc3)CC2)ccc1Br
    2%, 15µM*, u
- NC(=O)c1ccc(C2SCC(=O)N2CCc2ccccc2)cc1 (centres undefined)
    1%, -3%, 3%
- COCCC(=O)N1CCC(Oc2ccc(C(=O)NCCc3cnn(C)c3)cc2)CC1
    1%, 1%, 2%
- CCOC(=O)c1c(C)[nH]c(C)c1S(=O)(=O)N1CCN(c2cc(Cl)ccc2C)CC1
    8%, u, u
- O=C(COC(=O)c1cc(Br)ccc1O)Nc1ccc2c(c1)OCO2
    2%, u, u
- CCOc1ccc(/C=C/c2nc(C#N)c(NCCCOC)o2)cc1
    3%, 1.5µM*, 2.3µM*
- C=CC[C@@H](CC(=O)N[C@@H](CO)Cc1ccccc1)C(=O)N[C@H](COC(=O)[C@@H](CC=C)CC(=O)OC(C)(C)C)Cc1c[nH]c2ccccc12
    2%, 3.7µM*, 16µM*
- COc1ccc(-c2nc(N)n(C(=O)c3ccco3)n2)cc1
    3%, 2%, -8%
- Cc1ccc(C(=O)NNC(=O)c2ccncc2)cc1[N+](=O)[O-]
    -2%[56.1 µM], -26%, -14%
- CCOCCCNC(=O)Cn1cnc2c(cnn2-c2ccc(C)c(C)c2)c1=O
    2%, u, u
- COc1ccc(OC)c(NC(=O)CSc2nncc(=O)n2N)c1
    1%, 2%, 5%
- C=CCn1c(SCC(=O)NCC2CCCO2)nc2c([nH]c3ccccc32)c1=O (centres undefined)
    -13%, 0%, 3%
- CC(=O)C[C@H](O)CC(=O)[C@H]1OC(=O)CCCCC/C=C/Cc2ccccc21
    0%, -11%, u
- O=C(NCc1ccccc1)c1cc(C2CCCN(C(=O)CCc3ccccc3)C2)on1 (centres undefined)
    x, u, -19%
- COc1ccc(NC(=O)N(C)C[C@H]2OCc3cnnn3CCCC(=O)N([C@@H](C)CO)C[C@H]2C)c(OC)c1
    x, -28%, -5%
- CC(=O)c1ccc(NC(=S)N2CCN(S(=O)(=O)c3ccc(F)cc3)CC2)cc1
    1%, -12%, 8%
- CCCN(CC(=O)Nc1ccccc1C)C(=O)c1ccc(-c2ccc([N+](=O)[O-])cc2)o1
    1%, 21µM*, u

Molecules listed so far that contain a Cl atom (two):
Results follow in this order: TDP1 inh, DT40 TDP1 no CPT, DT40 TDP1 CPT
- CC(C)C(NS(=O)(=O)c1cccc2nsnc12)C(=O)Nc1nc2ccc(Cl)cc2s1 (centres undefined)
    5%, u, u
- CCOC(=O)c1c(C)[nH]c(C)c1S(=O)(=O)N1CCN(c2cc(Cl)ccc2C)CC1
    8%, u, u

Carrying on:
Results follow in this order: TDP1 inh, DT40 TDP1 no CPT, DT40 TDP1 CPT
- CC(C)(C)c1ccc(OCc2ccc(C(=O)N/N=C/c3ccc(O)c(O)c3)cc2)cc1
    1%, 1.5µM*, 1.3µM*
- Cc1cccc(-c2nc3c(s2)CCc2onc(-c4ccc(Br)cc4)c2-3)c1
    x, -16%, -23%
- CCCn1c(O)c(N=NC(=O)CNC(=O)Cc2ccc(OC)cc2)c2ccccc21
    -2%, 17%, -18%
- CCOC(=O)C1CCN(c2cc3c(cc2NC(=O)c2ccccc2)n(C)c(=O)n3C)CC1
    4%, 8.2µM*, 21µM*
- COc1cc(C)nc(N2CCC(C(N)=O)CC2)n1
    2%, -1%, -8%
- CN1CCN(C(=O)c2ccccc2NC(=O)c2sc3ccccc3c2Cl)CC1
    5%, u, u
- COC(=O)c1c(NC(=O)c2nc(SCc3ccccc3C)ncc2Cl)sc2c1CCCC2
    0%, -9%, -4%
- O=C(NCCc1ccccc1)c1nc2ncccn2n1
    -1%, -3%, -14%
- COc1ccc(NC(=O)CCN2CCN(c3ccc(F)cc3)CC2)cc1
    x, u, 23µM*
- O=C(CN1C(=O)NC(Cc2c[nH]c3ccccc23)C1=O)Nc1ccc(F)cc1F (centres undefined)
    1%, -5%, 3%
- COc1ccc(CN2C[C@@H](CO)O[C@@H](n3cnc4c(NCc5ccco5)ncnc43)C2)cc1
    x, -19%, -29%
- NC(=O)CN1C(=O)NC(c2ccccc2)(c2ccccc2)C1=O
    45µM*, -19%, -8%
- Cc1cc2c(n1-c1ccc(Br)cc1)CC(C)(C)CC2=O
    7%, -17%, u
- Cc1nn(CC(=O)Nc2cccnc2)c(=O)c2ccccc12
    8%, -1%, 17%
- O=C(Nc1ccc(N2CCN(C(=O)c3ccccc3)CC2)cc1)c1cccnc1
    7%, -19%, -18%
- C[C@H]1CN([C@@H](C)CO)C(=O)c2cc(NC(=O)c3ccncc3)ccc2O[C@H]1CN(C)Cc1ccc(C(=O)O)cc1
    0%, 20%, 3%
- O=C(CNC(=O)c1ccccc1Cl)NC1CCN(Cc2ccccc2)CC1
    -9%, -22%, 9%
- COc1ccc(C2(C)NC(=O)N(CC(=O)Nc3ccc(-c4nc5ccc(C)cc5s4)cc3)C2=O)cc1 (centres undefined)
    -5%, u, u
- COc1ccc(-c2csc(NC(=O)CN3C(=O)NC4(CCCC4)C3=O)n2)cc1
    x, -3%, -7%
- CCCCCNC(=O)C(C1CC1)n1c(=O)c(-c2ccccc2)nc2ccccc21 (centres undefined)
    x, u, u
- COc1ccc(C(=O)c2oc3ccccc3c2NC(=O)c2cc(=O)c3ccc(C)cc3o2)cc1Cl
    2%, -4%, 0%
- O=C(OCC(=O)c1c[nH]c2ccccc12)c1ccc(F)c(S(=O)(=O)N2CCOCC2)c1
    x, u, -28%
- COC(=O)c1ccc(CSc2nc3c([nH]c4ccccc43)c(=O)n2-c2ccc(Cl)cc2)o1
    1%, u, u
- CC(C)COC(=O)c1cc(=O)[nH]c2ccccc12
    0%, -29%, u
- Cc1cc(=O)n(-c2ccc(O)cc2)[nH]1
    3%, u, u
- Cn1cccc1/C=C1\SC(=O)N(CC(=O)Nc2ccc(F)cc2)C1=O
    6%, -29%, -23%
- O=C(NC1CCCc2c1cnn2-c1cc(F)cc(F)c1)c1ccncc1 (centres undefined)
    4%, -18%, -27%
- COc1ccc(-c2nc3c4ccccc4n(CC(=O)Nc4ccc(C(C)=O)cc4)c(=O)n3n2)cc1
    3%, -1%, -4%
- S=c1[nH]cc(-c2ccccc2)n1-c1ccccc1
    8%, -15%, -14%
- O=C(COc1ccc(Cl)cc1)Nc1ccc(C(=O)OCc2cc(=O)n3ccsc3n2)cc1
    4%, u, 15µM*
- O=C(NC1CCCCC1)C(c1ccco1)N(C(=O)c1csnn1)c1cccc(F)c1 (centres undefined)
    11%, -19%, u
- COC(=O)c1ccc(NC(=O)CN2CCN(c3ccccc3)CC2)cc1
    1%, -8%, -6%
- COc1ccc(N2CCN(S(C)(=O)=O)CC2)cc1
    1%, 3%, 0%
- CCCNC(=O)c1ccc(N2CCC3(CC2)CC(c2ccccc2)=NO3)c(N)c1
    x, u, u
- CCN(CC)c1ccc(/C=N/O)cc1
    2%, -28%, -8%
- COc1ccc(-c2sc3cc(OC)c(OC)cc3c2C#CC(C)(C)O)cc1
    -1%, u, u
- Cc1cc(=O)[nH]c(SCCCOc2ccc3c(c2)CCC3)n1
    1%, u, -18%
- CCN(CC)S(=O)(=O)c1ccc(Cl)c(NC(=O)c2cc(Cl)ccc2Cl)c1
    0%, u, u
- CN(C)S(=O)(=O)c1ccc(C(=O)NC2CCCc3ccccc32)cc1 (centres undefined)
    6%, -15%, 6%
- Cc1nn(C)cc1-c1n[nH]c(=S)n1-c1ccc(F)cc1
    -2%, -5%, 7%

Pulled by structure from above (4):
Results follow in this order: TDP1 inh, DT40 TDP1 no CPT, DT40 TDP1 CPT
- Cc1cc(=O)[nH]c(SCCCOc2ccc3c(c2)CCC3)n1
    1%, u, -18%
- O=C(OCC(=O)c1c[nH]c2ccccc12)c1ccc(F)c(S(=O)(=O)N2CCOCC2)c1
    x, u, -28%
- COc1ccc(N2CCN(S(C)(=O)=O)CC2)cc1
    1%, 3%, 0%
- COC(=O)c1ccc(NC(=O)CN2CCN(c3ccccc3)CC2)cc1
    1%, -8%, -6%

(further entries)
Results follow in this order: TDP1 inh, DT40 TDP1 no CPT, DT40 TDP1 CPT
- O=C(NCCCn1ccnc1)/C(=C\c1cccs1)NC(=O)c1ccccc1
    5%, 3%, 10%
- CC1(C)C(c2cccs2)=[N+]([O-])C2(CCCCC/C2=N\NC(N)=O)N1O (centres undefined)
    0%, -11%, -2%
- CCCCCCSc1ccc([C@@H]2[C@@H]3C(=O)N(CC)C(=O)[C@@H]3[C@]3(C(=O)OC)CCCCN23)cc1
    -4%, 21µM*, 18µM*
- Cc1cc2nnc(SCc3ccc4c(c3)OCO4)n2c2ccccc12
    x, -21%, 0%
- CCNC(=S)NCCN1CCOCC1
    -3%, -22%, -1%
- CCc1ccc(C2=C(C)C(N3CCC(C(=O)NCc4ccc(C)o4)CC3)=NS2(=O)=O)cc1
    5%, u, u
- COCCCNC(=O)C1CCN(S(=O)(=O)N(CC(C)C)CC(C)C)CC1
    -1%, -14%, -15%
- CCN1C(=O)C(CC(=O)Nc2ccc(OC)cc2)N(CCCN2CCN(c3ccc(OC)cc3)CC2)C1=S (centres undefined)
    7%, 16µM*, 21µM*
- C/C(=N\NC(=O)c1ccco1)c1ccc(-c2ccccc2)cc1
    9%, -13%, 0%
- O=S(=O)(c1ccc2c(c1)CCCC2)N1CCN(c2nc(-c3ccccc3)nc3ccccc23)CC1
    0%, 10µM*, 10µM*
- CC(=O)Cc1nsc(NC(=O)c2ccc(-c3cccc(Cl)c3)o2)n1
    8%, 16µM*, 16µM*
- CCCCCCCCOC(=O)c1c(CSC(=N)N)n(C)c2cc(Br)c(OC(C)=O)cc12
    6%, 7.3µM*, 6.5µM*
- CC(=O)c1ccc(NC(=O)Cn2cnc(S(=O)(=O)N3CCCCC3)c2)cc1
    -6%, 11%, -3%
- CC(C)NC(=O)C1(C)Cc2c(-c3ccc(C(N)=O)cc3)ccnc2O1 (centres undefined)
    x, 4%, 1%
- COC(=O)CC[C@@H](C(=O)O)N1C(=O)c2ccccc2C1=O
    -9%, -18%, -2%
- O=C(CC(=O)c1ccccc1)CS(=O)(=O)c1ccccc1
    x, u, u
- COc1ccc(C2=NS(=O)(=O)N(C)C(C(=O)NC(C)c3ccccc3)=C2)cc1OC (centres undefined)
    -6%, u, -17%&-39%
- CC1CCN(CCC(=O)Nc2nccs2)CC1
    x, -8%, -6%
- CCCN(CCC)CCNC(=O)c1nn(C)c2c1CS(=O)(=O)c1ccccc1-2
    1%, -11%, 2%
- O=S(=O)(c1ccc(F)cc1)N(CCO)CC(O)Cn1c2ccccc2c2ccccc21 (centres undefined)
    8%, 16µM*, u

3 structures out of the list, ordered by count of non-hydrogen atoms, high to low.
Results follow in this order: TDP1 inh, DT40 TDP1 no CPT, DT40 TDP1 CPT
- CCCCCCCCOC(=O)c1c(CSC(=N)N)n(C)c2cc(Br)c(OC(C)=O)cc12
    6%, 7.3µM*, 6.5µM*
- COC(=O)CC[C@@H](C(=O)O)N1C(=O)c2ccccc2C1=O
    -9%, -18%, -2%
- CC1CCN(CCC(=O)Nc2nccs2)CC1
    x, -8%, -6%

Carrying on.
Results follow in this order: TDP1 inh, DT40 TDP1 no CPT, DT40 TDP1 CPT
- COc1ccc(C(=O)CCN2CCN(c3ccccc3OC)CC2)cc1
    8%, 5.2µM*, 3.7µM*
- COc1ccc(NC(=O)CCS(=O)(=O)c2ccc3c(c2)oc(=O)n3C)cc1OC
    2%&2%, 9%&0%, 10%&-17%
- CC(C)C(=O)Nc1nc(-c2ccc(S(=O)(=O)N3CCOCC3)cc2)cs1
    2%, u, u
- O=C(COC(=O)/C=C/c1ccc(OC(F)F)cc1)NC(=O)NC1CCCCC1
    0%, -26%, u
- CCc1sc(NS(C)(=O)=O)nc1-c1ccccc1
    3%, 1%, -8%
- COCc1nc2sc3c(c2c(=O)[nH]1)CCCC3
    3%, -5%, -8%
- Cc1nnsc1C(=O)NCc1c(F)cccc1Cl
    -5%, -8%, -2%
- Cc1cc(C)cc(NS(=O)(=O)c2cc(Br)cnc2N)c1
    0%, -25%, 8%
- CCOc1ccc(CCNC(=O)CCCc2nnc3n(C)c(=O)c4sccc4n23)cc1OCC
    6%, 8%, -1%
- CCN(CC)S(=O)(=O)c1ccc2oc(C(=O)N3CCOCC3)c(C)c2c1
    9%, u, -11%
- CC(C)CCNC(=O)CSc1nnc(-c2ccc(S(=O)(=O)N3CCCC3)cc2)n1C
    5%, -7%, 0%
- COc1ccc(NC(=O)c2ccc3c(SCC(=O)O)c4c(nc3c2)CCCC4)cc1OC
    3%, 1%, 6%
